NadD block: blocks S. aureus nicotinate mononucleotide adenylyltransferase. purified NadD enzyme, colorimetric absorbance read-out. inhibition, % at 20 µM. 0.78% of 360,000 active. AID 602399; in the data active means inhibition above about 26%; further: some compounds past the cut are filed as inactive
DNMT1 inh: DNMT1 (human) enzyme inhibition | P26358 | DNMT1 molecular beacon, Hinp1I cleavage, fluorescence | inhibition (reported as % activation of signal), % at 10 µM | 0.83% of 360,000 active; in the data active means inhibition above about 50%
Rpn11 inh: inhibitors of human proteasome Rpn11 | O00487 | human 26S proteasome, Ub4-pepOG fluorescence polarization; 20S core pre-blocked with epoxomicin | calls only at 20 µM | 0.59% of 360,000 active;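 active means inhibition at 20 µM, scaled to each plate's controls, above about 33%, limit read from the data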
STEP inh: blocks human striatal-enriched tyrosine phosphatase; 0.25% of 360,000 active; inhibition, % at 20 µM; P54829; recombinant STEP, OMFP fluorogenic substrate, fluorescence;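 active means inhibition at 20 µM, scaled per plate between control wells, above about 37%, limit read from the data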;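 further: 0% = DMSO with enzyme and substrate and 100% = substrate only without enzyme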
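Assay system: isolated STEP enzyme / Timing: 20 min at room temperature, dark / Doses: 20 µM, 1% DMSO / Technique: fluorescence intensity, excitation 480 nm, emission 540 nm / Reagent: fluorogenic phosphatase substrate OMFP at 25 µM final / Measure: percent inhibition scaled to no-enzyme and uninhibited-enzyme controls, plate-pattern corrected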
Neddyl block: cullin neddylation inhibition. P61081+Q13564. TR-FRET cullin neddylation, biochemical. calls only at 25 µM. 0.58% of 360,000 active. AID 651699; in the data active means inhibition above about 36%
SUMO1-SIM PPI: SUMO1-SIM interaction modulation; SUMO1 binding to a labelled peptide, TR-FRET, 1 h; inhibition, % at 20 µM; 0.33% of 360,000 active; AID 602429; in the data active means inhibition above about 37%
LMPTP block: blocks human LMPTP phosphatase. inhibition, % at 20 µM. P24666. AID 651560. recombinant LMPTP-A, OMFP fluorogenic substrate, fluorescence intensity. 0.22% of 360,000 active;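 active means compounds that cut the enzyme signal by at least half of the control window in the single-dose screen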;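 further: plate controls were DMSO wells with enzyme plus substrate for no effect and substrate without enzyme for full effect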
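Assay system: LMPTP-A enzyme. Input: 0.625 nM LMPTP-A final. Probe or stimulus: 400 µM OMFP. Compound dosing: single 20 µM dose. Schedule: 50 min dark incubation at room temperature. Detection: fluorescence intensity of OMFP turnover product. Read-out: percent inhibition versus substrate-only and uninhibited controls. Benchmarks: no-enzyme low control, uninhibited high control.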
Scp1 inh: blocks human Scp-1 phosphatase activity. 0.88% of 340,000 active. Recombinant Scp1, phosphopeptide, malachite green phosphate absorbance. inhibition, % at 20 µM;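 active means inhibition above about 50% at 20 µM, limit read from the data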;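 further: plate controls were DMSO wells with enzyme for no effect and wells lacking enzyme for full effect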
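Test system: SCP-1 phosphatase catalytic domain, residues 76-261; measured by: colorimetric phosphate reagent with accelerator and stabiliser, absorbance at 630 nm; timing: enzyme reaction 45 min at room temperature, colour 5 min, stabilisation 30 min; also added: Phosphorylated 17-residue peptide substrate; compound dosing: one concentration, 20 µM, with 1.0% DMSO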
CSN deneddyl inh: CSN deneddylation inhibition | Q92905 | Purified CSN, SCF-Nedd8-OG deneddylation, fluorescence polarization | inhibition, % at 12.5 µM | 0.38% of 360,000 active | AID 651999;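 active means pattern-corrected inhibition above about 35%, with an unprinted fluorescence ratio check between 0.5 and 1.5, limit read from the data, passing the limit was not always enough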;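 further: 0% = enzyme with substrate and 100% = substrate without enzyme; some results filed as inactive read as strong as hits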
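Material: purified human Csn5 enzyme expressed in HEK293T cells / Medium: Tris buffer pH 7.5, NaCl, DTT, Tween-20, trehalose, ovalbumin / Compound dosing: 12.5 µM single point / Schedule: 90 min incubation of compound, enzyme and substrate at room temperature / Signal: fluorescence polarization of the substrate / Control set: no-enzyme wells high, enzyme-with-substrate wells low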
Rin1 Abl inh: inhibitors of human Rin1-Abl protein interaction | P00519+Q13671 | TR-FRET Rin1/Abl binding, biochemical | inhibition, % at 7.35 µM | 0.4% of 360,000 active | AID 588664; in the data active means inhibition above about 5%, passing the limit was not always enough
Target sequence (P00519 whole entry, looked up): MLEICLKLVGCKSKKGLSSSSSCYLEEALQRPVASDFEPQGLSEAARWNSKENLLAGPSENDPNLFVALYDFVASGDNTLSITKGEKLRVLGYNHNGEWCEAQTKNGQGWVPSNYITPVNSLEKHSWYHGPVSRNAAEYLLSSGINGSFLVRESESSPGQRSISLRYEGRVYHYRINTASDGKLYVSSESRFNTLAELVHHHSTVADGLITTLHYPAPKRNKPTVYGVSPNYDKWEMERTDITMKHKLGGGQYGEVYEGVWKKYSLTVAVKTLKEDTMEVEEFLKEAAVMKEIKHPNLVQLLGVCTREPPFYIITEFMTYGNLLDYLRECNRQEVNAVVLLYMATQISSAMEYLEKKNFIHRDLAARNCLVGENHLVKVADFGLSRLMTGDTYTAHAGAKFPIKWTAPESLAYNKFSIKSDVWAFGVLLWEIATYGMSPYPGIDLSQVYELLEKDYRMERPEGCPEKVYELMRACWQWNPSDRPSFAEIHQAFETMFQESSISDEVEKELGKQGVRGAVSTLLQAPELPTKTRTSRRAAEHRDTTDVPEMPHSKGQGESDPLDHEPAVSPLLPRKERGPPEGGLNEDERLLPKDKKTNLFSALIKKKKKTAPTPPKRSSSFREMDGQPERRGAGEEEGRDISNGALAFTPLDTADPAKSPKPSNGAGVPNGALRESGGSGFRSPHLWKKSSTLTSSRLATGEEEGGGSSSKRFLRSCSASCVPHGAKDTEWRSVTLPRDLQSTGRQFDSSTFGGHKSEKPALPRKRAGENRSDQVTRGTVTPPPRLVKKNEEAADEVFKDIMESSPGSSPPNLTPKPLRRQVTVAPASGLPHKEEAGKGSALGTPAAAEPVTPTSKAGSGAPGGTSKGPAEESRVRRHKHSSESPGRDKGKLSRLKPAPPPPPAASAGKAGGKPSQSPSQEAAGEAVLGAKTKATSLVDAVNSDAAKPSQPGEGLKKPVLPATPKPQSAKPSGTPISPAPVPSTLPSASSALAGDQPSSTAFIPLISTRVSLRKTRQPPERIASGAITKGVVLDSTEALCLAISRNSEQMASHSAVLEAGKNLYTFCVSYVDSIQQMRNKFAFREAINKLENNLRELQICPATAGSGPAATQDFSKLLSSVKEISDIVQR
Target sequence (Q13671 whole entry, looked up): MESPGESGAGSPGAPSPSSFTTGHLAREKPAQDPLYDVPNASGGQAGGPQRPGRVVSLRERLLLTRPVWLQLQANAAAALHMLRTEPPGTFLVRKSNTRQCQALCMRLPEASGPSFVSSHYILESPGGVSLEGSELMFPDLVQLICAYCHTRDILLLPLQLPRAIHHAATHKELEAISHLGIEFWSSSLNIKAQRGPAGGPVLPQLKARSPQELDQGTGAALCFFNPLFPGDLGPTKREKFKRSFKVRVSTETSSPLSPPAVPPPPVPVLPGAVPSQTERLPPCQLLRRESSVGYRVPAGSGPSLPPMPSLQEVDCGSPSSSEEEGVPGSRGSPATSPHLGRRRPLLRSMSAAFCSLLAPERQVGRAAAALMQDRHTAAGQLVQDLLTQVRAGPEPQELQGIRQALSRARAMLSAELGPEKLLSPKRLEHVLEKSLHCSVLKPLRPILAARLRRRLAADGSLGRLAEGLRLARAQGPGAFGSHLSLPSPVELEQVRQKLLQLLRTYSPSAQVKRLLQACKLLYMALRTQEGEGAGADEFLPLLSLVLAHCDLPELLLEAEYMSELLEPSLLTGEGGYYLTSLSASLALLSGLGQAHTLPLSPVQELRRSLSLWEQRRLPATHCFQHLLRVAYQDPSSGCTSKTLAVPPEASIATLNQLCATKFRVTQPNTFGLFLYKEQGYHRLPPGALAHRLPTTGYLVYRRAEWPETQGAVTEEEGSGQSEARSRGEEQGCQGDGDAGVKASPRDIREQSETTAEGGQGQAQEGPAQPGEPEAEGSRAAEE
Active calls of the source: *; i = inactive; . = not tested or not shown; + = active, no number.

Below each compound – NadD block	DNMT1 inh	Rpn11 inh	STEP inh	Neddyl block	SUMO1-SIM PPI	LMPTP block	Scp1 inh	CSN deneddyl inh	Rin1 Abl inh
1. CC1CC(C)CN(C(=O)COC(=O)CCCN2C(=O)c3cccc4cccc(c34)C2=O)C1 (centres undefined)
  5	-4	i	1	i	-26	0.1	-5	-4	0
2. COc1ccc(C2=NCCn3nc4cc([N+](=O)[O-])ccc4c32)cc1
  4	-13	i	-2	i	-16	-2.9	2	-1	-1
3. COc1ccccc1N1CCN(/N=C/c2cc(Br)ccc2F)CC1
  5	1	i	1	i	1	0.9	-2	6	2
4. COc1ccc(C(=O)OCC(=O)NC2CCCC2)c(OC)c1
  -1	8	i	-4	i	6	1.3	5	-4	0
5. Cc1cccc(N2CCN(C(=O)Cc3ccc(-n4c(=O)[nH]c5ccsc5c4=O)cc3)CC2C)c1 (centres undefined)
  6	-2	i	-2	i	4	1.2	-5	0	1
6. N=c1n(CC(=O)c2cccc([N+](=O)[O-])c2)c2ccccc2n1Cc1ccccc1
  7	-3	i	2	i	-19	1.8	4	-5	-2
7. O=C(Nc1ncc(Cc2cccc(Cl)c2)s1)C1=NCCN1
  -2	-1	i	38	i	-8	-1.3	-9	5	-2
8. Cc1cc(C)c(C)c(S(=O)(=O)N2CCC(C(=O)Nc3ccccc3N3CCOCC3)CC2)c1C
  4	1	i	2	i	-2	3.4	5	5	0
9. CCC(C)(C)NC(=O)Cc1ccc(Cl)cc1
  0	5	i	0	i	-1	5.0	5	-8	4
10. C=CCn1c(SCC(=O)NCc2ccccc2)nnc1-c1cc(Br)ccc1O
  7	-1	+	-2	i	14	-0.4	-2	0	-6
11. CCOC(=O)Cc1csc(NC(=O)Cc2ccc([N+](=O)[O-])cc2)n1
  -1	1	i	-1	i	-12	-1.4	-4	-9	0
12. c1ccc(OCc2nc3ccccc3[nH]2)cc1
  1	-2	i	0	i	3	0.2	-8	2	-5
13. CCOC(=O)C1CCCN(C(=O)c2cn(CC)c(=O)c3cc(OC)c(OC)cc23)C1 (centres undefined)
  -4	0	i	2	i	-3	0.1	-12	-2	-3
14. O=C(C1=C[C@H](c2coc3ccccc3c2=O)C[C@H](OCCCCO)O1)N1CCN(Cc2ccccc2)CC1
  2	-2	i	0	i	-3	-1.3	-3	0	5
15. Cc1ccc(OCC(=O)NNC(=O)c2cc(S(=O)(=O)N(C)C)ccc2N2CCCC2)cc1
  -2	0	i	0	i	1	-1.5	.	-1	-2
16. Clc1ccc(C(c2nnnn2C2CCCC2)N2CCSCC2)cc1 (centres undefined)
  -6	1	i	2	i	0	0.1	-7	1	-1
17. COc1ccc(NC(=O)c2c(F)cccc2F)cc1S(=O)(=O)Nc1ccc(Br)cc1
  1	-12	i	-2	i	4	2.3	-17	-3	0
18. COc1ccc(OCC(=O)N2CCN(S(=O)(=O)c3ccccc3[N+](=O)[O-])CC2)cc1
  -4	4	i	-3	i	-3	-0.1	-9	0	0
19. C/C(=N\O)c1c(O)cc(-c2ccccc2)n(-c2ccccc2)c1=O
  2	-5	i	1	i	-1	-1.0	-11	4	1
20. Cc1cc(C(=O)NCC(=O)OC(C)C(=O)N2CCOCC2)ccc1[N+](=O)[O-] (centres undefined)
  3	-2	i	-2	i	-19	-0.3	3	-2	4
21. Cc1ccccc1NC(=O)CSc1nc2ccc(Nc3nc(N4CCOCC4)nc(N4CCOCC4)n3)cc2s1
  11	25	i	5	i	6	3.4	9	1	1
22. O=C(NC1CCCC1)C(c1ccc(Cl)cc1)N1CCc2ccccc21 (centres undefined)
  0	4	i	0	i	-3	0.4	-6	-1	-2
23. O=C(O)C1CCC(Cn2c(SCc3cc(=O)n4cc(Br)ccc4n3)nc3ccsc3c2=O)CC1 (centres undefined)
  11	2	i	9	i	-13	2.8	8	-5	-6
24. Cc1cccc(NC(=O)c2ccc(Cn3cc(C(F)(F)F)ccc3=O)cc2)c1
  -2	-1	i	1	i	2	-0.2	-14	-1	0
25. Cc1ccsc1C1NC(=O)c2c(sc3c2CCN(C)C3)N1 (centres undefined)
  11	0	i	-11	i	-19	-2.8	-14	18	-10
26. O=C(O)CCc1ccc(-c2ccc(Br)cc2)n1-c1ccc(O)cc1
  5	-14	i	-1	i	7	0.3	3	39*	-3
27. NC(=O)C1CCN(S(=O)(=O)c2ccc3c(c2)OCCO3)CC1
  -6	0	i	-1	i	-2	-0.9	6	2	-6
28. COc1ccc(N(C(=O)CCl)C(C)(C(=O)Nc2c(C)cccc2C)c2ccccn2)cc1 (centres undefined)
  -6	-3	i	-3	i	-4	-2.4	-2	2	-2
29. O=S(=O)(Cc1cc(Sc2ccc(Cl)cc2)nc(-c2ccccc2)n1)c1ccccc1
  -9	4	i	2	i	0	2.9	-13	4	-3
30. COc1ccc(C(=O)NCc2cccs2)cc1S(=O)(=O)N1CCOCC1
  -3	0	i	2	i	0	-0.1	-1	0	-5

The results go on.
entry	compound	NadD block	DNMT1 inh	Rpn11 inh	STEP inh	Neddyl block	SUMO1-SIM PPI	LMPTP block	Scp1 inh	CSN deneddyl inh	Rin1 Abl inh
31	COc1ccc(OC)c(NC(=O)c2cnc3n(c2=O)CCS3)c1	-2	3	i	-1	.	7	0.1	-9	-5	0
32	Cc1ccc(-c2nc3ccccc3[nH]2)cc1NC(=S)NC(=O)c1ccccc1Br	25	-9	i	3	i	4	2.3	-2	1	0
33	COc1cc(C2C(C(=O)Nc3ccccc3OC)=C(C)Nc3ncnn32)ccc1O (centres undefined)	4	3	i	-5	i	-1	-0.1	41	-3	0
34	CCCSc1ccc([C@H]2N[C@@](CC(C)C)(C(=O)OC)[C@H]3C(=O)N(C)C(=O)[C@@H]23)cc1	-3	-6	i	0	i	2	1.2	-6	3	2
35	CC(C)[C@H](NS(=O)(=O)c1ccccc1F)C(=O)NC1CCCCC1	-5	4	i	0	i	3	0.2	-6	-4	4
36	CCOc1ccc(-n2c(SCC(=O)Nc3ccc4c(c3)OCO4)nc3c(c2=O)SCC3)cc1	3	-3	i	0	i	-16	0.0	-17	-3	0
37	CCN(CC)C(=O)CSc1nc(O)c(Cc2ccccc2)c(=O)n1-c1ccc(C)cc1	0	0	i	-1	i	5	-2.2	-7	3	1
38	O=C(CN1C2CCC1CC(NC(=O)C1CC1)C2)NCc1ccccc1 (centres undefined)	4	2	i	-4	i	-1	-1.2	-10	3	2
39	Cc1cc(C)n2cc(CSCC(=O)O)nc2n1	-6	5	i	-5	.	0	-3.1	-8	-8	2
40	COc1ccc(C(O)c2nc(-c3ccc(C)c(C)c3)cs2)cc1 (centres undefined)	-11	-2	i	-1	i	-1	3.0	.	2	-4
